Screens from PubChem BioAssay.
GalR3 antag – antagonists of human GalR3. O60755. HEK293 GalR3-CNG cAMP membrane potential fluorescence; galR3 body fused to GalR1 C-terminus. inhibition, % at 3 µM. 360,000 compounds, 0.44% hits. AID 651719;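 active = inhibition above the screen-wide average plus 3 SD, cut at about 13% in these data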;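 note: forskolin and galanin both at EC90 stimulate the cells; cAMP rise reported by CNG channel membrane potential dye signal; 0% = forskolin plus galanin with DMSO and 100% = forskolin alone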
Target sequence (O60755 1-299 limits assumed): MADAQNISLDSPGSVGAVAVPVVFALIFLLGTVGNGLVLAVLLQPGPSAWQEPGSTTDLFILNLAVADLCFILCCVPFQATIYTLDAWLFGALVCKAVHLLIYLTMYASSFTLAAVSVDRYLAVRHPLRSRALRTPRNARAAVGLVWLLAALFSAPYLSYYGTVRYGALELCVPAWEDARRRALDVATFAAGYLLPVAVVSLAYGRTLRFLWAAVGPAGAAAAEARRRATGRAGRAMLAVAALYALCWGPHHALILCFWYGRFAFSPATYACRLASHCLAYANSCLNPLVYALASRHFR
M4 PAM – CHRM4 positive allosteric modulation. P08173. CHO-K1 hM4/Gqi5, Fluo-8 calcium fluorescence, ACh EC20; 0% = ACh EC20, 100% = maximal ACh. activation, % at 3 µM. 360,000 compounds, 0.4% hits. AID 624126;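 active = activation above its plate's cutoff, the mean activation of sample wells plus 3 SD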; note: some results filed as inactive read as strong as hits
Target sequence (P08173 whole entry, looked up): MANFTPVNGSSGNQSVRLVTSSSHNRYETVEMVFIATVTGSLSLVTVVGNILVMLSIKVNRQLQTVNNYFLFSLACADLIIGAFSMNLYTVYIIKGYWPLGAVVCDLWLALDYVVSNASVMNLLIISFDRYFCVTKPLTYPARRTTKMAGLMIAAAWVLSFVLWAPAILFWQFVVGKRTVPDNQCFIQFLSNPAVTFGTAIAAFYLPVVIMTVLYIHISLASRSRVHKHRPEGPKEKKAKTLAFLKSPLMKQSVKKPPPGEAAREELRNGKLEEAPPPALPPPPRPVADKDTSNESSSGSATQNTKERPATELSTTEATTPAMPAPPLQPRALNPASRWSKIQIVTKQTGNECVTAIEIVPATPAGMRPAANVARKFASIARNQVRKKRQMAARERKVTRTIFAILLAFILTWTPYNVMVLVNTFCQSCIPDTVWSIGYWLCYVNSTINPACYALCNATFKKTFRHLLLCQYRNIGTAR
An asterisk follows results filed as active. An excerpt; count on the stated rates, not on these rows.

The first two entries (preview)
SMILES | GalR3 antag | M4 PAM
COC(=O)C1=CN(c2ccc(F)cc2)C(N)=C(C#N)C1c1ccccc1 (stereo unspecified) | -7 | 3
Cc1cccc(C)c1NC(=O)Nc1nc(C(N)c2ccccc2Cl)cs1 (stereo unspecified) | -9 | 0

The listing, from the start:
SMILES | GalR3 antag | M4 PAM
COC(=O)C1=CN(c2ccc(F)cc2)C(N)=C(C#N)C1c1ccccc1 (stereo unspecified) | -7 | 3
Cc1cccc(C)c1NC(=O)Nc1nc(C(N)c2ccccc2Cl)cs1 (stereo unspecified) | -9 | 0
Cc1ccccc1NC(=O)Nc1nc(C(N)C2CCCCC2)cs1 (stereo unspecified) | -8 | 5
O=C(NCc1ccc(F)cc1)c1cc(C2CCCCN2C(=O)c2ccc3c(c2)CCO3)on1 (stereo unspecified) | -6 | 7
CC1(C(=O)NCCC(F)(F)F)Cc2c(-c3cccc(C(F)(F)F)c3)ccnc2O1 (stereo unspecified) | -6 | 2
CC(=O)OC(C(=O)Nc1nncs1)c1ccccc1 (stereo unspecified) | -6 | 6
CCCOc1cccn2c(N(C)C(=O)c3ccccc3F)c(CC)nc12 | -6 | 3
Cc1cc2c(cc1C)-n1nnnc1C(N1CCCC1)C(=O)N2 (stereo unspecified) | -2 | -2
COc1ccc(NC(=O)C2(C)Cc3c(-c4cccc(NC(C)=O)c4)ccnc3O2)cn1 (stereo unspecified) | 3 | 0
CN(C)C(=O)c1cccc(-c2cnc3c(NC=O)cc(-c4cccc(F)c4)cn23)c1 | -3 | 4
COc1ccc(-n2nnnc2C(c2ccnc3ccccc23)N2CCN(C/C=C/c3ccccc3)CC2)cc1 (stereo unspecified) | -5 | -5
CCCCNC(=O)C1(C)CCCCN1Cc1ccccc1-c1ccccc1 (stereo unspecified) | -4 | -14
CCCS(=O)(=O)NC(=O)C1(C)CCN(C(=O)c2cc(C)nn2C(C)(C)C)C1 (stereo unspecified) | -4 | -1
O=C1NC[C@H](CCCCN2CCN(CC3CCCCC3)C(=O)C2=O)N(Cc2ccccc2)C1=O | -6 | 3
Cn1nccc1-c1coc2c(C(=O)NCc3ccccc3)cccc12 | -6 | -8
CCOC(=O)[C@]12CCC=C1N(Cc1ccc(Cl)cc1Cl)C(=O)[C@H](CC(=O)NCc1cccc(C(F)(F)F)c1)C2 | -2 | -2
CCc1nc2c(OCC(=O)c3ccc(F)cc3)cccn2c1N(C)C(=O)c1cccs1 | -4 | -4
C(=C\c1ccccc1)/CN1CCN(C(c2cc3ccccc3o2)c2nnnn2Cc2ccccc2)CC1 (stereo unspecified) | -6 | -2
COCCNC(=O)C1(C)CCN(C(=O)COc2ccc(Cl)cc2Cl)C1 (stereo unspecified) | -7 | 5
CCCCN(C=O)c1c(CC)nc2ccc(C(=O)NCCc3c[nH]c4ccccc34)cn12 | -2 | -13
CCCCc1c(Cc2cccc(F)c2)ncn1CCc1ccccc1OC | -7 | -10
O=C1C(Sc2cccc(F)c2)=C[C@@]2(O)CC[C@@H](O)[C@]1(Sc1cccc(F)c1)[C@H]2O | -3 | 5
O=S1(=O)CC(N2CCN(c3ccccn3)CC2)CN1C1CCCCC1 (stereo unspecified) | 1 | -4
CN(C)C(=O)c1cccc(-c2cnc3c(NC=O)cc(-c4ccc(N(C)C)cc4)cn23)c1 | -5 | -5
COc1ccc(OC)c(NC(=O)C2(C)CCN2Cc2cccc(OC)c2OC)c1 (stereo unspecified) | -8 | -6
O=C(NCc1cccnc1)c1cc(C2CCCCN2C(=O)c2cccs2)on1 (stereo unspecified) | -8 | -2
Cc1ccc(S(=O)(=O)N2CC3C(=O)C[C@@H](c4ccccc4)N(S(=O)(=O)c4ccc(CCCOCCOCCNC(=O)OC(C)(C)C)cc4)C3CC2c2ccccc2)cc1 (stereo partly specified) | -1 | -4
C=C[C@]1(C)C=C2C(=O)C[C@H]3C(C)(C)CCC[C@]3(C(=O)O)[C@@]2(O)CC1 | -6 | 5
CCCC(=O)Nc1cccc(NC(=O)Cc2ccc(Cl)cc2)c1 | 2 | 8
COCCNC(=O)C1(C)CCCN(Cc2cc(C)ccc2C)C1 (stereo unspecified) | -6 | 3
O=C(Nc1cccc(Cc2ccccc2)c1)Nc1ccc2nc([C@@H]3O[C@H](CO)[C@@H](O)[C@H](O)[C@H]3O)[nH]c2c1 | 7 | 7
Cc1cnc(C(=O)N(c2ccccc2)C(c2ccccc2)c2nc3ccccc3[nH]2)cn1 (stereo unspecified) | -5 | -6
CC1(C(=O)Nc2cccnc2)Cc2c(-c3cccc(C(F)(F)F)c3)ccnc2O1 (stereo unspecified) | 1 | 1
COc1cc(NCC2COc3c(ccc(OC)c3OC)C2=O)c([N+](=O)[O-])cc1OC (stereo unspecified) | -7 | -2
CN(Cc1ccccc1)C(=O)[C@@H]1CCCN1C(=O)[C@@H]1CCCN1C(=O)c1ccc(Cl)cc1 | -7 | 4
Cc1cccc(C(=O)N2CCC[C@H]2C(=O)N2CCC[C@H]2C(=O)NCc2ccncc2)c1 | 2 | 10
Cc1csc(-c2nc3ccccc3n2C(C(=O)NC(C)(C)C)c2cc3ccccc3o2)c1 (stereo unspecified) | -5 | -3
CC1(C(=O)NC2CCCCCC2)CCN1C(=O)C1(c2ccccc2)CC1 (stereo unspecified) | -6 | -4
OC[C@@H]1CN(Cc2ccc(F)cc2)C[C@H](n2cnc3c(NC4CCCC4)ncnc32)O1 | -3 | -3
Cc1cccc(C)c1NC(=O)C(c1cccc(F)c1)N1CCN(C)CC1 (stereo unspecified) | 3 | 3
COc1ccccc1Cc1c(C2CCCCC2)nc2ccc(Cl)cn12 | -6 | -12
COC(=O)[C@@]1(Sc2ccc(C)cc2)CC(=O)N(c2cccc(SC)c2)[C@@H]1c1ccccc1 | -7 | -10
CC(C)NC(=O)C1(C)CCN1C(=O)c1cccn1C (stereo unspecified) | -3 | -2
COc1ccc(NC(=O)C(c2ccnc3ccccc23)n2c(=O)c(-c3ccco3)nc3ccccc32)cc1 (stereo unspecified) | -7 | 17
Cc1cccc(C)c1NC(=S)NC(=O)c1cccc(Cl)c1 | -6 | 2
CCCCNC(=O)C1(C)CCN1Cc1ccc(C#N)cc1 (stereo unspecified) | -4 | 6
O=C1NC[C@H](CCCCN2CCN(CCC3CCCCC3)C(=O)C2=O)N(CCc2ccc(O)cc2)C1=O | 1 | 3
O=S1(=O)CC(N2CCN(CCO)CC2)CN1Cc1cn(Cc2ccc(C(F)(F)F)cc2)nn1 (stereo unspecified) | 2 | 1
COc1ccc([C@H]2C[C@@H](O)C[C@@H](CCn3cc(-c4ccccc4)nn3)O2)cc1 | -6 | -3
Nc1nc2ncccn2c1-c1ccc(F)cc1 | -2 | 12
CCNC(=O)C1(C)CCN1C(=O)Cc1ccc(C(C)C)cc1 (stereo unspecified) | -6 | 5
CCOP(=O)(OCC)C(Cc1ccc(OC)c(OC)c1)N=C(c1ccccc1)c1ccccc1 (stereo unspecified) | -6 | -1
CC1(C(=O)NS(=O)(=O)c2cccc(OC(F)F)c2)CCN1C(=O)CC(c1ccccc1)c1ccccc1 (stereo unspecified) | 1 | 1
CC1(C(=O)NS(=O)(=O)c2ccccc2OC(F)(F)F)CCN1C(=O)c1ccccc1 (stereo unspecified) | -4 | 7
Cc1cccc(C)c1-n1nnnc1-c1nc2cc(Br)ccc2[nH]c1=O | -1 | 2
CC(C)(C)c1ccc(NC(=O)c2cc(C3CCCN(C(=O)CCc4ccccc4)C3)on2)cc1 (stereo unspecified) | 1 | 9
O=C(Nc1c(-c2ccc3c(c2)OCO3)[nH][nH]c1=O)c1ccc2c(c1)OCO2 | -8 | -2
COc1ccc(NC(=O)c2cc(-c3cc(F)ccc3OC)n[nH]2)cn1 | -3 | 1
CC(C)(C)OC(=O)N1CCCN(C(c2ccnc3ccccc23)c2nnnn2-c2ccc3c(c2)OCCO3)CC1 (stereo unspecified) | -4 | 11
COCCN1C(=O)CSCC1(C)C(=O)NC(C)C (stereo unspecified) | -7 | 1

(more compounds)
SMILES | GalR3 antag | M4 PAM
CC(=O)Nc1cc(-c2ccccc2Cl)cn2c(-c3ccc(S(C)(=O)=O)cc3)cnc12 | -2 | 3
COc1cccc(CNC(=O)[C@@H]2CCCN2C(=O)[C@@H]2CCCN2C(=O)c2cccc(OC)c2)c1 | -5 | 8
O=C(NCc1ccccc1)C1c2ccccc2OCC(=O)N1C1CC1 (stereo unspecified) | -5 | 9
COc1ccc([C@H]2CC(=O)C[C@@H](CCn3cc(CC4CCCC4)nn3)O2)cc1 | 0 | -2
Cc1cc(C)n2c(NC3CCCC3)c(-c3cc4ccccc4o3)nc2n1 | -5 | 7
COc1ccc(OC)c(S(=O)(=O)NC(=O)C2(C)CCN2C(=O)Cc2ccccc2Cl)c1 (stereo unspecified) | -4 | 2
Cc1ccsc1C(=O)N1CCC1(C)C(=O)NS(=O)(=O)c1ccc(Br)cc1 (stereo unspecified) | -7 | -2
O=C(NCC(O)c1nc2ccccc2[nH]1)c1ccc(Br)cc1 (stereo unspecified) | -5 | 2
CCCCNC(=O)C1(C)CCCCN1C(=O)c1csnn1 (stereo unspecified) | -1 | 5
CCC(=O)N1CCC1(C)C(=O)Nc1ccc(OC(F)F)cc1 (stereo unspecified) | -7 | 2
CCCc1cc(=O)oc2cc(OCC(=O)N3CC[C@@]4(O)CCCC[C@H]4C3)ccc12 | -4 | -4
COc1ccc(NC(=O)c2cc(C3CCCCN3S(=O)(=O)c3ccc(C#N)cc3)on2)c(C)c1 (stereo unspecified) | -7 | -7
COCCNc1ncnc2c1ncn2[C@H]1CN(Cc2ccco2)C[C@@H](CO)O1 | -2 | 17
O=C(C[C@H]1C=C[C@@H](NC(=O)Cc2cccnc2)[C@@H](CO)O1)NCc1ccc2c(c1)OCO2 | -6 | 0
Cc1ccccc1-c1cc2nc(OCC3CCCO3)n(C)c(=O)c2s1 (stereo unspecified) | -5 | -1
Cc1ccc(S(=O)(=O)N2[C@@H](Cc3ccccc3)CO[C@H]2CC(=O)c2ccc(F)cc2)cc1 | -6 | 6
Nc1ncnc2c1ncn2[C@@H]1O[C@H](CNC(=O)[C@H](N)Cc2cccnc2)[C@@H](O)[C@H]1O | -2 | 5
COc1ccc(CC(N)c2csc(Nc3ccc(S(C)(=O)=O)cc3)n2)cc1 (stereo unspecified) | -4 | -5
Cc1cccc(C)c1NC(=O)C1(C)CCC(=O)N1CCOc1ccccc1 (stereo unspecified) | -6 | -4
COC(=O)C[C@H]1C=C[C@H](NC(=O)c2ccc(F)cc2)[C@@H](CO)O1 | 6 | 4
CC(C)[C@@H]1Cc2[nH][nH]c(=O)c2[C@H](C)O1 | -3 | 2
COCCNC(=O)C1(C)CCCN(Cc2c(C)nn(-c3ccccc3)c2C)C1 (stereo unspecified) | -3 | 5
CNc1ncnc2c1ncn2[C@H]1CN(Cc2cccs2)C[C@@H](CO)O1 | -4 | -4
CC(C)(C)c1ccc(S(=O)(=O)NC(=O)C2(C)CCN2C(=O)Cc2ccccc2Cl)cc1 (stereo unspecified) | -7 | 7
CC(=O)Nc1cnc(-c2cccc(C(=O)N(C)C)c2)cn1 | -5 | -1
Nc1nc2c(ncn2[C@@H]2O[C@H](CNS(=O)(=O)N3CCc4ccccc4C3)[C@@H](O)[C@H]2O)c(=O)[nH]1 | -4 | -2
c1cc(-c2ccc(N3CCOCC3)cc2)n2cnnc2c1 | -6 | 4
COC(=O)c1ccc2nc(-c3cccc(Cl)c3)c(Cc3cccc(F)c3)n2c1 | -5 | 2
O=C(Nc1nnc([C@@H]2C[C@H](O)[C@@H](CO)O2)s1)Nc1ccccc1F | 1 | 1
CC(C)C[C@H](NC(=O)CC[C@H]1O[C@@H](n2ccc(=O)[nH]c2=O)[C@H](O)[C@@H]1O)C(=O)O | -8 | -1
CCCCNC(=O)C1(C)CCCCN1C(=O)c1sccc1C (stereo unspecified) | -7 | 0
Cc1ccc(NC(=O)C2(C)CCN2C(=O)CCC2CCCC2)cc1C (stereo unspecified) | -4 | -10
CCCCOc1ccc(S(=O)(=O)NC(=O)C2(C)CCN2C(=O)c2c(C)noc2C)cc1 (stereo unspecified) | -4 | 19*
Cc1cn([C@H]2C[C@H](O)[C@@H](/C=C/C(=O)NCc3ccco3)O2)c(=O)[nH]c1=O | -7 | 8
CCOC(=O)[C@]12CCCC=C1N(Cc1ccco1)C(=O)[C@H](CC(=O)NCCCN1CCCC1=O)C2 | -7 | 3
CC(=O)C[C@@H]1OC[C@H](CO)N1S(=O)(=O)c1ccc(C)cc1 | -3 | 2

An excerpt of these results, with tabs.
SMILES	GalR3 antag	M4 PAM
O=C(Nc1nnc([C@@H]2C[C@H](O)[C@@H](CO)O2)s1)Nc1ccccc1F	1	1
CCCCNC(=O)C1(C)CCCCN1C(=O)c1sccc1C (stereo unspecified)	-7	0

A portion taken from the entries so far:
SMILES | GalR3 antag | M4 PAM
CCCCNC(=O)C1(C)CCCCN1C(=O)c1sccc1C (stereo unspecified) | -7 | 0
Cc1ccc(NC(=O)C2(C)CCN2C(=O)CCC2CCCC2)cc1C (stereo unspecified) | -4 | -10
CCCCOc1ccc(S(=O)(=O)NC(=O)C2(C)CCN2C(=O)c2c(C)noc2C)cc1 (stereo unspecified) | -4 | 19*
Cc1cn([C@H]2C[C@H](O)[C@@H](/C=C/C(=O)NCc3ccco3)O2)c(=O)[nH]c1=O | -7 | 8
CCOC(=O)[C@]12CCCC=C1N(Cc1ccco1)C(=O)[C@H](CC(=O)NCCCN1CCCC1=O)C2 | -7 | 3
CC(=O)C[C@@H]1OC[C@H](CO)N1S(=O)(=O)c1ccc(C)cc1 | -3 | 2

The listing continues.
SMILES | GalR3 antag | M4 PAM
CC(=O)c1cccc(NC(=O)c2cccc3c(-c4cnn(C)c4)coc23)c1 | -4 | 1
COc1ccccc1Cc1c(-c2ccccc2)nc2ccc(Br)cn12 | -3 | -3
CCCCC(=O)N(C)c1c(CC)nc2c(OCC(=O)N(C)C)cccn12 | -3 | -7
COc1cc(C)ccc1S(=O)(=O)NC(=O)C1(C)CCN1C(=O)Cc1ccc(C(C)(C)C)cc1 (stereo unspecified) | -3 | 3
